KB-V1 MDR tox = KB-V1 MDR subline cytotoxicity; KB-V1 MDR cells viability, CellTiter-Glo, 72 h; Potency, µM (top dose mostly 46.1 µM), for the others: at the top dose activity change, negative = cytotoxicity, hits mostly cytotoxic; hit rate 3.4% among 400,000; further: on the % scale 0 is the no-effect control and ±100 the full control effect; nearly all actives have a fitted effect of over 60% in size
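Potencies derive from concentration-effect curves fitted to normalized luminescence (CellTiter-Glo) of KB-V1 cells treated for 72 h at 37 degrees C in phenol-red-free DMEM containing 10% FBS.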
HT1080NT lethal = kills 2HG-producing HT-1080-NT fibrosarcoma cells. HT-1080-NT fibrosarcoma viability, CellTiter-Glo ATP luminescence, 48 h. Potency, µM (highest dose often 46.1 µM), for inactives: at the highest dose activity, negative = less viability, usual class: cytotoxic. hit rate 1.6% among 360,000;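 further: NT is the 2HG producing partner of a matched IDH1 knockdown line; 0% = DMSO-treated cells and -100% = media-only wells without cells; nearly all actives have a fitted effect of over 55% in size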
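Read-out is CellTiter-Glo luminescence after 10 minutes at room temperature, following 48 hours' compound treatment of HT-1080-NT cells (750 cells/well, RPMI, 5% FBS, 37 degrees C).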
SW480 rereplic = inducers of DNA re-replication in SW480 colon cancer cells. SW480 DNA re-replication, Hoechst DNA content imaging, 48 h. Potency, µM (highest dose often 46.1 µM), inactives show top-dose re-replication activation, hits mostly activators. hit rate 1.8% among 340,000. AID 624297; further: % of control where 0% means no effect; nearly all actives have a fitted effect of over 55% in size
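First, 250 cells per well were seeded. Next, compound or vehicle (23 nL) was pinned in, plates sat 48 hr at 37 C. Finally Hoechst was added for 40 min before fluorescence scanning.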
TDP43 rescue = TDP-43 toxicity inhibition in yeast. Potency, µM (titrated, usually from 46.1 µM), without a hit: top-dose growth rescue (activation), actives largely listed as activators. hit rate 1.8% among 410,000. TDP-43 expressing yeast growth rescue, BacTiter-Glo, 24 h. AID 652104; further: % of control where 0% means no effect; nearly all actives have a fitted effect of over 50% in size
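In this qHTS, compounds that restore growth of yeast expressing TDP-43 appear as activators. Cells (OD600=0.02, galactose medium, raffinose-pregrown) are incubated with compound 24 hr at 30 deg C and growth is quantified by BacTiter-Glo.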
GLP1R ag = agonists of human GLP-1 receptor; P43220; HEK293 GLP-1R CRE-luciferase, luminescence, 4-6 h; cells express a hypersensitive GLP-1R form; Potency, µM (series often up to 45.6 µM), for inactives: at the top dose activation, hits mostly activators; hit rate 0.007% among 380,000; AID 624172; further: % of control where 0% means no effect
Target sequence (P43220 whole entry, looked up): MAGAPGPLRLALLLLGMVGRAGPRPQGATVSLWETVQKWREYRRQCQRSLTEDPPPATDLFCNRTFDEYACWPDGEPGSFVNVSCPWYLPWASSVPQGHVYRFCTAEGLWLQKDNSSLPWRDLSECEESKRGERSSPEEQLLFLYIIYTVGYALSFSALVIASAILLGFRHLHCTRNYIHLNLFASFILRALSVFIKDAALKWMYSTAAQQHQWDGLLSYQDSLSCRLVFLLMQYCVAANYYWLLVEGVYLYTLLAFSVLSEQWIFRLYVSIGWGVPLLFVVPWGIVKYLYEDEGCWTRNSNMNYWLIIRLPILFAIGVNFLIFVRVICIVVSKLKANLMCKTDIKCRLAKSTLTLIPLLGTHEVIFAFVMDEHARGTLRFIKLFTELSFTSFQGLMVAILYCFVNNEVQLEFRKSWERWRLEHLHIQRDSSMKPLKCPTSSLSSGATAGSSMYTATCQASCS
GLP-1R inv ag = inverse agonists of human GLP-1 receptor; P43220; HEK293 GLP-1R CRE-luciferase, luminescence, 24 h; GLP-1R form is constitutively active; Potency, µM (highest dose often 38.3 µM), without a hit: top-dose activity change, negative = inhibition, most hits filed as inhibitors; hit rate 1.6% among 410,000; AID 624417; further: on the % scale 0 is the no-effect control and ±100 the full control effect; nearly all actives have a fitted effect of over 55% in size
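Inverse agonism was detected as reduced cAMP-driven luciferase luminescence after 24 h compound treatment. The cells were HEK293 clones expressing constitutively active human GLP-1R with the reporter. Reporter-only and GPR119 cell lines served as counterscreen controls.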
GLP1R cytotox = cytotoxicity in counter-screen for GLP-1R inverse agonists. HEK293 cAMP-luciferase reporter cells, luminescence, 24 h. Potency, µM (series often up to 38.3 µM), for inactives: top-dose activity change, negative = inhibition, usual class: inhibitors. hit rate 0.13% among 410,000;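 further: loss of luciferase light is scored as toxicity; on the % scale 0 is the no-effect control and ±100 the full control effect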
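A 23 nL compound transfer followed 12 hours of cell culture at 37 deg C; exposure then lasted 24 hr. Luciferase assay detection reagent was dispensed and plates read for luminescence after a 12 min room-temperature wait.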
KB-3-1 tox = kills parental KB-3-1 adenocarcinoma cells | Potency, µM (top dose mostly 46.1 µM), for the others: at the top dose activity change, negative = cytotoxic, usual class: cytotoxic | KB-3-1 viability, CellTiter-Glo ATP luminescence, 72 h | hit rate 1.4% among 400,000; further: on the % scale 0 is the no-effect control and ±100 the full control effect; nearly all actives have a fitted effect of over 60% in size
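Screening of KB-3-1 cells (DMEM, 10% FBS, phenol-red free) ran from lowest to highest compound concentration; after 72 h at 37 °C viability was read luminescently and curves fitted.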
HT1080 IDH1KD tx = HT-1080 IDH1 knockdown cell toxicity (counter line); HT-1080 IDH1 knockdown viability, ATP luminescence, 48 h; Potency, µM (series often up to 46.1 µM), without a hit: at the top dose activity, negative = toxicity, usual class: cytotoxic; hit rate 2% among 360,000; AID 686971;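 further: 0% = DMSO wells and -100% = cell-free medium wells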
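Cytotoxicity counter-line: IDH1KD HT-1080, 48 h, CellTiter-Glo. Curves classed by r2, magnitude and activity.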
* hit, by the source's call; ? = inconclusive; . = no result given; & = joins results of further samples; [ ] = dose if it differs, or a comment. The call rests on the fitted dose curve; in most records, active means well fitted curve in the direction sought with a large enough effect; inconclusive means small, poorly fitted or top-dose-only effect, or another doubt; inactive means no such curve, though single readings can be large; an effect the other way counts as inactive or inconclusive. Potency means the concentration at half of the fitted maximal effect.

SMILES	KB-V1 MDR tox	HT1080NT lethal	SW480 rereplic	TDP43 rescue	GLP1R ag	GLP-1R inv ag	GLP1R cytotox	KB-3-1 tox	HT1080 IDH1KD tx
CC(=O)Nc1ccc(N2C(=O)C3C4C=CC(CC4)C3C2=O)cc1 (centres undefined)	3%	9%	0%	5%	-1%	-9%	-2%	0%	24%
CCCn1c(SCC(=O)NCCCN2CCCC2=O)nc2ccccc2c1=O	-11%	0%	-17%	9%	-3%	28%	6%	-8%	-5%
COC(=O)[C@]12CCCCC=C1N(Cc1ccccc1)C(=O)[C@H](CC(=O)N1CCN(C(=O)c3ccco3)CC1)C2	?	9%	.	14%	2%	3%	2%	12%	14%
COc1ccc(OCC(O)CNC(=O)Nc2cc(F)ccc2C)cc1 (centres undefined)	-1%	4%	-9%	16%	2%	-16%	-6%	0%	-1%
CC(=O)c1c(C)nn(CC(=O)NC2CCCN(Cc3ccc(CC(C)C)cc3)C2)c1C (centres undefined)	4%	-16%	-4%	2%	4%	11µM*	2%	?	-23%
Cc1ccc(CN2CCN(CC(=O)N3CCC(C(N)=O)CC3)C2=O)cc1	?	21%	-11%	14%	6%	13%	-35%	13%	12%
Cc1ccc(CNC(=O)C(NS(=O)(=O)c2cccs2)C(C)C)cc1 (centres undefined)	?	5%	-5%	12%&-17%	0%&-3%	16%&0%	2%&-18%	0%&-1%	16%
CCOC(=O)Cc1csc(NC(=O)/C=C/c2ccc(Br)o2)n1	15µM*	-21%	27%	2%	-4%	-17%	-1%	-13%	-5%
C=CCC[C@H](Cc1ccc(F)cc1)C(=O)OC[C@@H](Cc1c[nH]c2ccccc12)NC(=O)[C@@H](CC=C)CC(=O)NCCO	3%	?	-5%	0%	4%	0%	7%	-9%	?
CN1C(=O)C2(c3ccccc31)N(C)CC(c1ccccn1)C21SC(=S)N(Cc2ccco2)C1=O (centres undefined)	?	-15%	?	?	-2%	?	-10%	?	?
CCc1ccc(S(=O)(=O)c2nnn(-c3cccc(C)c3)c2N)cc1	-9%	.	.	22µM*	1%	?	0%	-11%	.
Cc1ccc(-c2nn3c(C)nnc3s2)cc1N	?	10%	-10%	0%	1%	0%	5%	?	2%
Cc1ccc(NC(=O)C2C3/C=C\CCCCC32)cc1C (centres undefined)	-28%	-6%	4%	-23%	-3%	-1%	-29%	-5%	-11%
Cc1cc(C(=O)CN2C(=O)C(=O)N(Cc3ccco3)C2=O)c(C)n1CCc1ccccc1	16µM*	?	?	2%	-15%	?	?	?	?
C=CCNC(=O)Cn1nnc(-c2ccc(-c3ccc(OC)cc3)cc2)n1	-2%	-1%	4%	11%	7%	12%	0%	0%	0%
Cc1ccc(C)c(OCC(=O)N/N=C\c2cccn2C)c1	18%	4%	0%	0%[9.22 µM]	9%	0%[7.66 µM]	-3%[7.66 µM]	-1%	8%
COc1ccc(/C=C2\SC(=S)N(CCC(=O)Nc3ccccn3)C2=O)cc1OC	-12%	-2%	-28%	0%	12%	12%	-5%	-2%	-9%
CC(C)(c1ccccc1)c1ccc(OCCN2CCOCC2)cc1	-17%	-4%	-7%	3%	2%	?	9%	-3%	-6%
CCSc1nnc(NC(=O)Cc2cc(OC)c(OC)c(OC)c2)s1	?	1%	?	-19%	8%	1%	-1%	?	-4%
CC(=O)NC(CC(=O)N(Cc1ccccc1)c1cccc(C)c1)c1ccccc1 (centres undefined)	?	2%	6%	21%	-3%	-33%	-3%	16%	11%
COc1cc(/C=N/NC(=O)c2c(-c3ccccc3)noc2C)ccc1O	-5%	0%	-4%	0%	0%	8%	62%[activator]	-14%	-2%
CC(C)NC(=O)C1(C)Cc2c(-c3ccc(N(C)C)cc3)ccnc2O1 (centres undefined)	?	-4%	.	4%	-5%	2%	6%	-20%	-2%
O=C(Nc1cccc(Cl)c1Cl)c1ccc2c(c1)N(Cc1cccc(Cl)c1)C(=O)c1ccccc1S2(=O)=O	-11%	.	.	2%	0%	-9%	-9%	16%	.
CCc1cc(C(N)=O)c(NC(=O)c2ccc(OC)cc2)s1	?	-29%	-2%	-63%[inhibitor]	18%	?	-1%	10%	?
CCOc1ccccc1NC(=O)CNS(=O)(=O)c1ccc2nc(C)sc2c1	13%	-1%	1%	-7%	-3%	19%	-2%	10%	12%
O=C(Cc1cccs1)Nc1nc(-c2cccnc2)cs1	0%	4%	-5%	12%	1%	-7%	-8%	-10%	1%
COc1ccc(C(=O)NCCNc2ccccc2[N+](=O)[O-])cc1	-4%	3%	-33%[inhibitor]	0%	8%	?	16%	6%	-7%
O=C(NC1CCCC1)C(c1ccccn1)N(C(=O)c1csnn1)C1CCCCC1 (centres undefined)	-23%	11%	-1%	7%	6%	1%	-15%	-2%	12%
CC(=O)Nc1cnc(-c2ccc(O)cc2C)cn1	0%	12%	.	21%	-1%	18%	-4%	0%	-2%
CCOc1ccc(S(=O)(=O)N2Cc3ccccc3CC2C(=O)Nc2ccc(NC(C)=O)cc2)cc1 (centres undefined)	21%	.	.	6%	3%	-25%	0%	8%	.
Cc1ccccc1OCC(=O)Nc1ccc(N2CCOCC2)cc1N1CCOCC1	-6%	1%[9.24 µM]	-54%[inhibitor]	0%	6%	13%	2%	3%	7%
O=C(CSc1ccc(-c2ccc(Br)cc2)nn1)NCC1CCCO1 (centres undefined)	?	5%	8%	6%	10%	-7%	-3%	-8%	2%
Cc1cccc(C(=O)NC(=S)Nc2ccc(N3CCOCC3)cc2)c1	18µM*	3%	-2%	24%	1%	24%	0%	-4%	11%
Cc1ccc2nc(SCC(=O)N3CC(C)OC(C)C3)nc(=O)n2c1 (centres undefined)	2%	2%	2%	4%	-13%	3%	5%	8%	0%
O=C(CC1SC(=Nc2ccc3c(c2)OCCO3)NC1=O)Nc1ccc(F)cc1F (centres undefined)	2%	?	24%	7%	8%	19%	1%	-3%	?
COC(=O)c1ccccc1NC(=O)CSc1ccc(C)cc1	-3%	1%	-10%	?	8%	?	11%	-4%	7%
CC(NC(=O)COc1ccccc1)C(=O)NCc1ccc(S(N)(=O)=O)cc1 (centres undefined)	-17%	4%	6%	-6%	2%	-6%	0%	-15%	3%
COc1cc(CCC(C)=O)ccc1OC(=O)c1c(F)cccc1Cl	-28%	-22%	-28%	?	28%	?	-14%	9%	-15%
Cc1ccc[n+](CC(=O)N2CCCCC2)c1C	?	16%	-6%	-22%	-1%	13%	-4%	1%	0%
Cc1ccc(S(=O)(=O)N2CCCC2)cc1C(=O)O	11%	11%	-14%	-2%	-3%	2%	2%	4%	3%

Whole records, quoted from the list.
`CCc1cc(C(N)=O)c(NC(=O)c2ccc(OC)cc2)s1` reads KB-V1 MDR tox: ?; HT1080NT lethal: -29%; SW480 rereplic: -2%; TDP43 rescue: -63%[inhibitor]; GLP1R ag: 18%; GLP-1R inv ag: ?; GLP1R cytotox: -1%; KB-3-1 tox: 10%; HT1080 IDH1KD tx: ?
`O=C(CSc1ccc(-c2ccc(Br)cc2)nn1)NCC1CCCO1` (centres undefined) reads KB-V1 MDR tox: ?; HT1080NT lethal: 5%; SW480 rereplic: 8%; TDP43 rescue: 6%; GLP1R ag: 10%; GLP-1R inv ag: -7%; GLP1R cytotox: -3%; KB-3-1 tox: -8%; HT1080 IDH1KD tx: 2%

Looked up by compound from above (two):
SMILES	KB-V1 MDR tox	HT1080NT lethal	SW480 rereplic	TDP43 rescue	GLP1R ag	GLP-1R inv ag	GLP1R cytotox	KB-3-1 tox	HT1080 IDH1KD tx
Cc1ccc2nc(SCC(=O)N3CC(C)OC(C)C3)nc(=O)n2c1 (centres undefined)	2%	2%	2%	4%	-13%	3%	5%	8%	0%
CCc1cc(C(N)=O)c(NC(=O)c2ccc(OC)cc2)s1	?	-29%	-2%	-63%[inhibitor]	18%	?	-1%	10%	?

Further entries follow.
SMILES	KB-V1 MDR tox	HT1080NT lethal	SW480 rereplic	TDP43 rescue	GLP1R ag	GLP-1R inv ag	GLP1R cytotox	KB-3-1 tox	HT1080 IDH1KD tx
C=CCn1c(=O)c(C(=O)NCc2ccc(Cl)cc2)c(O)c2ccccc21	?	-2%	21%	-10%	-5%	20%	0%	?	-7%
COc1cc(NS(=O)(=O)c2ccc(NC(=O)c3ccc([N+](=O)[O-])cc3)cc2)ncn1	?	1%	1%	8%	-1%	11%	1%	-2%	-3%
CC1(C)Cc2ccccc2-c2nnc(-c3ccc(O)cc3)n21	14%	19%	-8%	-20%	3%	7%	9%	-1%	24%
Cc1ccc(CN=c2c([N+](=O)[O-])nn(-c3cccc(C)c3)n2O)cc1	6%	13%	11%	16µM*	-5%	37%[activator]	-24%	4%	3%
O=c1c2c(nc3cc(-c4ccc(F)cc4)[nH]n13)CCC2	?	10%	-11%	9%	-2%	-22%	-25%	0%	19%
COc1cc(/C=C(\C#N)c2nc3ccccc3[nH]2)cc(Cl)c1OCc1ccccc1Cl	7%	.	.	9%	0%	-16%	12%	-2%	.
Cc1cccc(NC(=O)Cc2c(F)cccc2Cl)n1	-28%	6%	-2%	-17%[1.82 µM]	13%	-19%	-7%	11%	-9%
COc1ccc(Oc2nnc(-c3ccccc3)cc2C#N)cc1	0%	?	9%	-3%	8%	7%	78%[activator]	10%	?
O=C(Nc1nc(-c2ccccn2)cs1)c1ccccc1-n1cnnn1	?	?	?	23%	-3%	?	-20%	?	?
O=C(NCC(=O)N(c1ccccc1)C(C(=O)NC1CCCC1)c1cccnc1)c1ccco1 (centres undefined)	27%	0%	-1%	8%	-1%	0%	-10%	2%	2%
Cc1ccc(S(=O)(=O)Nc2cc(NC(=O)CN3CCOCC3)ccc2Cl)cc1	1%	10%	7%	12%	-1%	3%	5%	6%	16%
Cc1cnc(C(=O)OC(C)C(=O)Nc2ccc3c(c2)OCCO3)cn1 (centres undefined)	7%	5%	-2%	6%	1%	29%	14%	3%	10%
Cc1ccc(-n2ncc3c(=O)[nH]c(SCC(=O)N4CC(=O)Nc5ccccc54)nc32)cc1	0%	-4%	-3%	?	-3%	3%	11%	3%	-16%

From PubChem
